Source: PubChem BioAssay
TcdB inh – TcdB glycohydrolase inhibitors, primary screen, biochemical, single point, plate reader; Toxin B (Clostridioides difficile), P18177; inhibition, % at 9.99 µM; TcdB glycohydrolase enzymatic assay; hit rate 0.24% among 350,000; in the data active means inhibition above about 10%
The depositor's hits bear a star. Some of the compounds tested. The share of hits here may be higher or lower than overall.

C[C@@H]1CCCCO[C@H](CN(C)C(=O)C2CCCCC2)[C@H](C)CN([C@@H](C)CO)C(=O)c2cc(NC(=O)Nc3ccc(F)cc3)ccc2O1
  TcdB inh: 0.9

Cc1ccc(CN2CC(=O)N3[C@H](C2)[C@@H](c2ccc(-c4ccccc4F)cc2)[C@@H]3CO)cc1
  TcdB inh: 0.8

CC(C)NC(=O)Nc1ccc2c(c1)C(=O)N(C)[C@@H]1CC[C@H](CC(=O)NCc3ccc(F)cc3)O[C@H]1CO2
  TcdB inh: 2.2

C[C@@H]1CN([C@@H](C)CO)S(=O)(=O)c2ccc(C3=CCCC3)cc2O[C@H]1CN(C)C(=O)Cc1ccncc1
  TcdB inh: 0.6

CCc1csc(N2[C@H](CO)[C@H](c3ccc(-c4ccc(F)cc4)cc3)[C@@H]2C#N)n1
  TcdB inh: -0.7

COc1cccc(CN2CCC3(CC2)CN(S(C)(=O)=O)[C@@H](CO)c2[nH]c4cc(OC)ccc4c23)c1
  TcdB inh: 1.1

C[C@H](O)C#Cc1cnc2c(c1)C(=O)N([C@@H](C)CO)C[C@H](C)[C@@H](CN(C)C(=O)CN(C)C)O2
  TcdB inh: 1.1

C[C@@H]1CN([C@@H](C)CO)C(=O)Cc2cc(NS(=O)(=O)c3cn(C)cn3)ccc2O[C@@H]1CN(C)S(=O)(=O)c1cn(C)cn1
  TcdB inh: 0.5

C[C@@H]1CCCCO[C@@H](CN(C)C)[C@@H](C)CN([C@H](C)CO)C(=O)c2cc(NC(=O)Nc3cccc4ccccc34)ccc2O1
  TcdB inh: -0.2

C[C@H]1CCCCO[C@@H](CN(C)C(=O)Nc2ccc(C(F)(F)F)cc2)[C@@H](C)CN([C@@H](C)CO)C(=O)c2cc(NS(=O)(=O)c3cn(C)cn3)ccc2O1
  TcdB inh: 0.1

CCCC#Cc1cnc2c(c1)C(=O)N([C@H](C)CO)C[C@H](C)[C@@H](CN(C)C(=O)c1cnccn1)O2
  TcdB inh: 0.3

COc1ccc(S(=O)(=O)N(C)C[C@H]2Oc3ccc(NC(=O)Nc4c(C)noc4C)cc3C(=O)N([C@@H](C)CO)C[C@H]2C)cc1
  TcdB inh: 0.1

CO[C@@H]1CN(C)C(=O)c2ccc(NC(=O)c3cnccn3)cc2OC[C@@H](C)N(C(=O)c2cnccn2)C[C@H]1C
  TcdB inh: 0.3

COC(=O)[C@]1(CCS(=O)(=O)c2ccccc2)N=C(c2ccc(OCCCO)cc2)O[C@@H]1c1ccccc1
  TcdB inh: -0.3

COc1ccc2c3c([nH]c2c1)[C@@H](CO)N(S(C)(=O)=O)CC31CCN(C(=O)c2ccccc2)CC1
  TcdB inh: -0.4

Cc1ccc(S(=O)(=O)Nc2ccc3c(c2)C(=O)N([C@@H](C)CO)C[C@@H](C)[C@H](CN(C)S(=O)(=O)c2c(C)noc2C)OCCCC[C@H](C)O3)cc1
  TcdB inh: 0.8

C[C@@H]1CN([C@H](C)CO)C(=O)c2cc(NS(C)(=O)=O)ccc2O[C@@H](C)CCCCO[C@H]1CN(C)C(=O)Nc1ccc(F)cc1
  TcdB inh: -2.3

CCCN1[C@H](C(=O)OC)[C@@H](CO)[C@@H]2Cn3c(ccc(-c4cccnc4)c3=O)[C@@H]21
  TcdB inh: -0.7

C[C@@H]1CN([C@H](C)CO)C(=O)Cc2cc(NC(=O)NC3CCCCC3)ccc2O[C@H]1CN(C)S(=O)(=O)c1cccs1
  TcdB inh: 1.2

C[C@H](CO)N1C[C@H](C)[C@H](CN(C)C)Oc2ncc(Br)cc2C1=O
  TcdB inh: 1.3

O=C(C1CCCC1)N1CCCCN2[C@H](C1)[C@@H](c1ccc(-c3cccc(F)c3)cc1)[C@@H]2CO
  TcdB inh: -0.5

C[C@@H]1CN([C@@H](C)CO)S(=O)(=O)c2ccc(-c3cccnc3)cc2O[C@H]1CN(C)C(=O)C1CCC1
  TcdB inh: -0.3

Cc1cc(C(=O)Nc2cccc3c2O[C@H](CN(C)S(=O)(=O)c2cn(C)cn2)[C@@H](C)CN([C@H](C)CO)C3=O)n(C)n1
  TcdB inh: -0.2

O=C(C[C@H]1C[C@@H]2c3cc(NC(=O)C4CCOCC4)ccc3O[C@@H]2[C@@H](CO)O1)NCc1cc(F)ccc1F
  TcdB inh: -0.3

CCCNC(=O)N(C)C[C@@H]1Oc2cc(C#CCN(C)C)ccc2S(=O)(=O)N([C@@H](C)CO)C[C@@H]1C
  TcdB inh: -0.4

CCCN(C)C[C@@H]1Oc2ncc(-c3ccc(F)cc3)cc2C(=O)N([C@H](C)CO)C[C@@H]1C
  TcdB inh: 0.5

Cc1ccc(S(=O)(=O)Nc2ccc3c(c2)C(=O)N([C@H](C)CO)C[C@@H](C)[C@@H](CN(C)S(=O)(=O)c2cn(C)cn2)O3)cc1
  TcdB inh: 1.4

Cc1noc(C)c1S(=O)(=O)N(C)C[C@H]1Oc2c(NS(=O)(=O)c3cn(C)cn3)cccc2C(=O)N([C@@H](C)CO)C[C@H]1C
  TcdB inh: 0.0

CCC(=O)N1CCC2(CC1)CN(S(C)(=O)=O)[C@@H](CO)c1c2c2ccc(OC)cc2n1C
  TcdB inh: 0.3

C[C@H](CO)N1C[C@H](C)[C@H](CN(C)C(=O)Nc2ccc3c(c2)OCO3)Oc2ccc(NC(=O)NC3CCCCC3)cc2CC1=O
  TcdB inh: -0.1

C[C@H](NC(=O)C[C@H]1C[C@H]2c3cc(NC(=O)C4CCOCC4)ccc3O[C@H]2[C@@H](CO)O1)c1ccccc1
  TcdB inh: -0.7

C[C@H](O)C#Cc1cnc2c(c1)C(=O)N([C@H](C)CO)C[C@@H](C)[C@H](CN(C)C(=O)CC1CC1)O2
  TcdB inh: 0.1

COCC(=O)N(C)C[C@@H]1Oc2cc(C#CCC(C)C)ccc2S(=O)(=O)N([C@H](C)CO)C[C@H]1C
  TcdB inh: 1.3

COc1ccc(C#Cc2ccc3c(c2)[C@H]2[C@H](CCN2Cc2nccs2)[C@@H](CO)N3)cc1
  TcdB inh: 0.4

COc1ccc(S(=O)(=O)Nc2ccc3c(c2)C(=O)N([C@@H](C)CO)C[C@@H](C)[C@@H](CN(C)C(=O)Nc2ccc(C(F)(F)F)cc2)OCCCC[C@H](C)O3)cc1
  TcdB inh: 1.2

C[C@H](CO)N1C[C@H](C)[C@@H](CN(C)C(=O)Cc2ccccn2)Oc2ncc(-c3cccc(C(=O)N(C)C)c3)cc2C1=O
  TcdB inh: 0.3

Cc1noc(C)c1NC(=O)Nc1ccc2c(c1)C(=O)N([C@H](C)CO)C[C@H](C)[C@H](CN(C)C(=O)Nc1ccc(C(F)(F)F)cc1)OCCCC[C@H](C)O2
  TcdB inh: 1.0

COc1ccc(C#Cc2ccc3c(c2)O[C@@H](CN(C)C(=O)NC2CCCCC2)[C@H](C)CN([C@@H](C)CO)S3(=O)=O)cc1
  TcdB inh: -0.8

O=C(C1CC1)N1CCCCN2[C@@H](CO)[C@H](c3ccc(-c4cccc(F)c4)cc3)[C@@H]2C1
  TcdB inh: 0.1

Cc1noc(C)c1NC(=O)N1C[C@@H](O)COC[C@H]2O[C@@H](CC(=O)NCC3CC3)CC[C@@H]21
  TcdB inh: -0.8

C[C@@H]1CCCCO[C@H](CN(C)Cc2ccccc2)[C@H](C)CN([C@@H](C)CO)C(=O)c2cc(NC(=O)Cc3ccccc3)ccc2O1
  TcdB inh: -1.8

CC1C=NC(S(=O)(=O)N2CC[C@H]3[C@@H](CO)N(C)c4ccc(-c5ccccc5F)cc4[C@H]32)=N1 (stereo not given in full)
  TcdB inh: -0.7

C[C@@H]1CN([C@H](C)CO)C(=O)c2cccc(NS(=O)(=O)c3ccccc3)c2O[C@@H]1CN(C)Cc1ccc(-c2ccccc2)cc1
  TcdB inh: -9.0

COc1ccc(S(=O)(=O)N[C@H]2CC[C@@H](CC(=O)O)O[C@H]2CO)cc1
  TcdB inh: 0.8

O=C(C[C@H]1CC[C@H]2[C@@H](COC[C@H](O)CN2Cc2nccs2)O1)NCc1ccccc1
  TcdB inh: 0.4

CCCNC(=O)N1[C@@H]2CNC[C@H]1C2c1ccc(-c2ccc(C#N)cc2)cc1 (stereo not given in full)
  TcdB inh: 0.4

CNC[C@@H]1Oc2ccc(NC(=O)CCC(F)(F)F)cc2CC(=O)N([C@@H](C)CO)C[C@H]1C
  TcdB inh: -1.0

COc1ccc(S(=O)(=O)Nc2ccc3c(c2)C(=O)N([C@H](C)CO)C[C@H](C)[C@@H](CN(C)C(=O)NC(C)C)OCCCC[C@H](C)O3)cc1
  TcdB inh: -2.0

COc1ccccc1-c1cnc2c(c1)C(=O)N([C@H](C)CO)C[C@@H](C)[C@@H](CN(C)C(=O)c1ccccc1)O2
  TcdB inh: -0.2

O=C(O)C[C@@H]1C[C@@H]2c3cc(NC(=O)Nc4ccccc4)ccc3O[C@@H]2[C@H](CO)O1
  TcdB inh: -2.0

CN(C)CCCNC(=O)C[C@H]1CC[C@H]2[C@@H](COC[C@H](O)CN2CC2CCCCC2)O1
  TcdB inh: 0.6

CN(C)CC#Cc1ccc([C@H]2[C@@H](CO)N3CCCCN(CC4CCOCC4)C[C@@H]23)cc1
  TcdB inh: 1.3

CCC(=O)N(C)C[C@@H]1Oc2ncc(C#CCc3ccccc3)cc2C(=O)N([C@@H](C)CO)C[C@@H]1C
  TcdB inh: 0.1

C[C@@H]1CN([C@@H](C)CO)C(=O)Cc2cc(NC(=O)CCCCCC(=O)Nc3ccccc3N)ccc2O[C@H]1CN(C)S(=O)(=O)c1cn(C)cn1
  TcdB inh: -0.3

COCC(=O)Nc1ccc2c(c1)C(=O)N(C)C[C@@H](OC)[C@@H](C)CN(Cc1cc(F)ccc1F)[C@@H](C)CO2
  TcdB inh: -0.2

CC(C)NC(=O)Nc1ccc2c(c1)C(=O)N([C@@H](C)CO)C[C@@H](C)[C@H](CN(C)CC1CCCCC1)O2
  TcdB inh: 0.3

Cc1ccc(S(=O)(=O)N2C[C@H](O)COC[C@H]3O[C@@H](CC(=O)NCC4CCCCC4)CC[C@@H]32)cc1
  TcdB inh: 0.2

C[C@H]1CN([C@@H](C)CO)C(=O)c2cc(-c3cccnc3)cnc2O[C@H]1CN(C)C(=O)c1ccccc1F
  TcdB inh: -0.1

CCCNC(=O)N[C@@H]1CC[C@H](CCNS(=O)(=O)c2cccc(F)c2)O[C@H]1CO
  TcdB inh: -0.4

Cc1noc(C)c1S(=O)(=O)Nc1ccc2c(c1)C(=O)N([C@H](C)CO)C[C@H](C)[C@@H](CN(C)C(=O)NC(C)C)OCCCC[C@H](C)O2
  TcdB inh: 1.5

CNC[C@@H]1OCCCC[C@H](C)Oc2ccc(NC(=O)c3ccncc3)cc2C(=O)N([C@@H](C)CO)C[C@@H]1C
  TcdB inh: -0.1

N#C[C@@H]1[C@@H](c2ccc(C#Cc3cccnc3)cc2)[C@@H](CO)N1C(=O)C1CCCCC1
  TcdB inh: 0.9

C[C@H]1CN([C@@H](C)CO)S(=O)(=O)c2ccc(-c3cccc(C#N)c3)cc2O[C@@H]1CN(C)C(=O)Nc1cc(F)ccc1F
  TcdB inh: 0.0

C[C@@H]1CN([C@@H](C)CO)C(=O)c2cc(NC(=O)Nc3ccc(F)cc3)ccc2O[C@@H](C)CCCCO[C@H]1CN(C)CC1CCCCC1
  TcdB inh: 2.0

O=C(C[C@H]1CC[C@@H]2[C@H](COC[C@H](O)CN2Cc2cc(F)cc(F)c2)O1)NC1CCC1
  TcdB inh: 0.5

C[C@H]1CN([C@@H](C)CO)C(=O)c2cccc(NC(=O)Nc3cccc4ccccc34)c2O[C@H]1CN(C)S(=O)(=O)c1ccc(F)cc1
  TcdB inh: -1.5

O=C(Nc1cccc(Cl)c1)N1C[C@@H]2[C@H](c3ccccc31)[C@H](CO)N2C(=O)C1CC1
  TcdB inh: 0.5

C[C@H]1CN([C@@H](C)CO)C(=O)Cc2cc(NC(=O)Nc3ccc(F)cc3)ccc2O[C@@H]1CN(C)Cc1ccc2c(c1)OCO2
  TcdB inh: -1.1

N#C[C@H]1[C@@H](c2ccc(-c3cccc(F)c3)cc2)[C@H](CO)N1C(=O)NC1CCCCC1
  TcdB inh: 1.7

O=C(N[C@@H]1C=C[C@@H](CC(=O)N2CCCCC2)O[C@@H]1CO)c1cccc(F)c1
  TcdB inh: -5.8

C[C@@H]1CCCCO[C@H](CN(C)C(=O)CCCN(C)C)[C@@H](C)CN([C@H](C)CO)C(=O)c2cc(NS(C)(=O)=O)ccc2O1
  TcdB inh: 0.6

C[C@H](CO)N1C[C@H](C)[C@H](CN(C)Cc2ccccc2)Oc2ccc(NC(=O)NC3CCCCC3)cc2CC1=O
  TcdB inh: -1.4

COc1ccc(NC(=O)Nc2ccc3c(c2)[C@H]2C[C@@H](CC(=O)N4CCCCC4)O[C@@H](CO)[C@H]2O3)cc1
  TcdB inh: 1.3

CN1C(=O)c2cc(NC(=O)c3ccc4c(c3)OCO4)ccc2OC[C@@H]2O[C@H](CC(=O)O)CC[C@H]21
  TcdB inh: -0.7

Cc1noc(C)c1S(=O)(=O)Nc1ccc2c(c1)C(=O)N([C@H](C)CO)C[C@@H](C)[C@H](CN(C)C(=O)Nc1cccc3ccccc13)O2
  TcdB inh: 0.1

COCCNC(=O)[C@H]1[C@H](CO)[C@H]2Cn3c(ccc(-c4ccc(F)cc4)c3=O)[C@@H]1N2C(=O)NC(C)C
  TcdB inh: -0.9

C[C@H]1CN([C@@H](C)CO)C(=O)CCCn2nncc2CO[C@H]1CN(C)C(=O)Nc1ccc(C(C)(C)C)cc1
  TcdB inh: 0.8

C[C@H](CO)N1C[C@H](C)[C@@H](CN(C)C)Oc2ccc(NC(=O)Nc3ccccc3)cc2CC1=O
  TcdB inh: 0.6

O=C(NCCc1ccccc1)[C@H]1[C@H](CO)[C@H]2Cn3c(ccc(-c4cccc(F)c4)c3=O)[C@@H]1N2
  TcdB inh: -0.5

Cc1ccc(S(=O)(=O)Nc2ccc3c(c2)C(=O)N([C@H](C)CO)C[C@H](C)[C@H](CN(C)Cc2ccc(C(=O)O)cc2)O3)cc1
  TcdB inh: 0.3

Among those listed so far, four contain a COOH group.
COc1ccc(S(=O)(=O)N[C@H]2CC[C@@H](CC(=O)O)O[C@H]2CO)cc1
  TcdB inh: 0.8

O=C(O)C[C@@H]1C[C@@H]2c3cc(NC(=O)Nc4ccccc4)ccc3O[C@@H]2[C@H](CO)O1
  TcdB inh: -2.0

CN1C(=O)c2cc(NC(=O)c3ccc4c(c3)OCO4)ccc2OC[C@@H]2O[C@H](CC(=O)O)CC[C@H]21
  TcdB inh: -0.7

Cc1ccc(S(=O)(=O)Nc2ccc3c(c2)C(=O)N([C@H](C)CO)C[C@H](C)[C@H](CN(C)Cc2ccc(C(=O)O)cc2)O3)cc1
  TcdB inh: 0.3
